Source: PubChem (Broad Institute)
ERAP1 inh: blocks human ERAP1 aminopeptidase activity; Q9NZ08; recombinant ERAP1, Leu-AMC fluorescence, 60 min; inhibition, % at 10.7 µM; 340,000 tested, 0.15% active; AID 652197;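 active = mean replicate inhibition of at least 30%, or all replicates individually reaching that 30% level; inactive = mean below 30% and not every replicate reaching it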;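 note: 0% = neutral control wells and 100% = L-leucinethiol positive control wells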
Target sequence (Q9NZ08 whole entry, looked up): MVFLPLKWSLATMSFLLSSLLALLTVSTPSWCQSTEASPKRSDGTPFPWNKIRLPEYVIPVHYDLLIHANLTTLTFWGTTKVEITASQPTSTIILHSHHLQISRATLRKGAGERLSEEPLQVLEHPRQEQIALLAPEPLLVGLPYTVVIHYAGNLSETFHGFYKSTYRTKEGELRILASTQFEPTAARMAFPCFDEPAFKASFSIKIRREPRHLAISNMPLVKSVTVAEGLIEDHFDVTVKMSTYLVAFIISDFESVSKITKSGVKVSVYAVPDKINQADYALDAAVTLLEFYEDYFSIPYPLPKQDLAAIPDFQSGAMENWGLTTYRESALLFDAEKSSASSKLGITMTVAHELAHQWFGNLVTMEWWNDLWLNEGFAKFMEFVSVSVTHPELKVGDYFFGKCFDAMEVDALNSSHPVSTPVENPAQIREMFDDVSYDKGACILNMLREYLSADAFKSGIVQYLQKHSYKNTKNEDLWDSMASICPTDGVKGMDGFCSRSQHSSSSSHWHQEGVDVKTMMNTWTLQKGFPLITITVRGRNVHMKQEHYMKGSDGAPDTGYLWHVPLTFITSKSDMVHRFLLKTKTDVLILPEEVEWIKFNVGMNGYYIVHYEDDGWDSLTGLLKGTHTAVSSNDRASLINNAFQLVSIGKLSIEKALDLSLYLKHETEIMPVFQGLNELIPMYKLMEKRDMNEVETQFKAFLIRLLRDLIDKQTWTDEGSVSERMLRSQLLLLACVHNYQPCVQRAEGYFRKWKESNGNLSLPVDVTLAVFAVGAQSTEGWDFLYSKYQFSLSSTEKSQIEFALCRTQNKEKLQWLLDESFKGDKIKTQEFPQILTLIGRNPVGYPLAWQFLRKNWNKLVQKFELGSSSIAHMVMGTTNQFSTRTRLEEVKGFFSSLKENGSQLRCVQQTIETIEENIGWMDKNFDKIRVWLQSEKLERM
PglD DTNB: PglD (C. jejuni) enzyme inhibition. purified PglD enzyme, DTNB colorimetric CoA detection. inhibition, % at 12.5 µM. AID 602405. 360,000 tested, 0.098% active; in the data active = inhibition above about 16%, passing the limit was not always enough; note: strong numbers were not always called active
RAD52 anneal inh: inhibitors of human RAD52 DNA annealing; inhibition, % at 18.7 µM; 360,000 tested, 0.46% active; AID 651710; P43351; recombinant RAD52 DNA annealing, FRET fluorescence;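 active = every replicate showing at least 50% inhibition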
Cneo AK release: causes C. neoformans cell lysis; adenylate kinase release luminescence, 4 h; normalised: neutral wells 0, clomiphene wells 100; lysis activity, % at 15 µM; 360,000 tested, 0.2% active; AID 651654;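 active = mean lysis activity across replicates of at least 80%, whatever share of replicates individually reach that level; inactive = mean lysis activity below 80%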
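Test system: log-phase Cryptococcus neoformans yeast cells; Quantity: yeast cell density of 5 × 10^6 cells/mL; Buffer or medium: YPD; Doses: single compound concentration per well; Timing: 4 h at 37 °C static, read 1 h later; Measured by: AK luminescence; Read-out basis: lysis from increased AK signal; Control set: Clomiphene as positive control.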
miR122 inh: miR-122 inhibition in Huh7 cells; Huh7 miR-122 Renilla luciferase sensor, 48 h; neutral wells = 0, positive control = 100; 340,000 tested, 0.3% active; activation (reporter increase), % at 12.5 µM; AID 602342;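 active = mean replicate activation score at least 90 and every replicate individually at or above 90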;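 note: higher luciferase means less miR-122 activity so hits act as miR-122 inhibitors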
RAD54 branch: blocks human RAD54 Holliday junction branch migration; AID 602329; Q92698; FAM/BHQ fluorescence; inhibition, % at 10.4 µM; 360,000 tested, 0.14% active;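 active = mean normalized replicate activity at least 40 and at least half of replicates scoring 40 or more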;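 note: 0% = median of neutral control wells and 100% = median of positive control wells; inhibitors cause a drop in the FAM fluorescence signal; in these data hits start at about 50%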
PGC1a acetyl inh: lowers PGC1a acetylation signal in U2OS cells | AlphaScreen anti-acetyl-lysine; with virally co-expressed GCN5 acetyltransferase | inhibition, % at 15.6 µM | 350,000 tested, 0.17% active;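 active = every replicate shows inhibition of at least 40%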;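 note: 0% = neutral control wells and 100% = positive control wells; some results beyond the cut were filed as inactive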
E-sel inducer: E-selectin induction on HUVECs; activation, % at 7.58 µM; 260,000 tested, 0.37% active; HUVEC E-selectin immunofluorescence imaging; normalized: neutral wells 0, TNF-alpha wells 100;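 active = mean E-selectin-positive cell signal at least 10% of the positive control, reached in at least 60% of replicates, without over 20% cell loss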;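 note: in these data hits start at about 27%; measured in HUVEC primary endothelial cells; signal is the percent of cells scored E-selectin positive by PE staining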
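Assay system: HUVEC primary endothelial cells. Input: 3,000 HUVEC seeded per well. Doses: one compound dose added by pin transfer. Read-out basis: % PE-positive cells. Benchmarks: TNF-alpha high, DMSO low. Detection: immunofluorescence imaging. Buffer or medium: EGM-2, gelatin.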
* hit, by the source's call; . = no result given; [ ] = remark or other dose. Rows are unselected, and some 1.4% of all compounds hit somewhere here.

SMILES | ERAP1 inh | PglD DTNB | RAD52 anneal inh | Cneo AK release | miR122 inh | RAD54 branch | PGC1a acetyl inh | E-sel inducer
COc1ccc(-c2nc3c(C)cc(Br)cn3c2CC2CCCCC2)cc1OC | -3 | -4 | -75 | 3 | 9 | 0 | -37 | 0.2
Cn1c(N)nc2nc(CCc3ccccc3)c(=O)[nH]c2c1=O | 2 | 3 | -25 | -2 | . | 7 | . | .
CCOC(=O)C1(Cc2ccccc2)CCCN(Cc2cccc(C(C)=O)c2)C1 (stereo not given) | 0 | -2 | -102 | 3 | 0 | -6 | -11 | .
CCN(Cc1nc(-c2ccc(C)cc2)no1)C(=O)c1ccco1 | 1 | 0 | -15 | -1 | 6 | -17 | -4 | .
O=[N+]([O-])c1ccc(C[n+]2cc(-c3ccccc3)n3c2CCCCC3)cc1 | 1 | . | -4 | . | 6 | . | -8 | .
OCCC1CN(Cc2cn[nH]c2C2CCCCC2)CCN1C1CCCC1 (stereo not given) | -4 | 4 | -12 | -2 | 12 | -13 | -1 | .
CO[C@H](CN(C)S(=O)(=O)c1ccc(F)cc1)[C@@H](C)CN([C@H](C)CO)S(=O)(=O)c1cccc(Cl)c1 | -3 | 2 | 5 | -2 | . | 0 | -2 | 0.0
O=C(COC(=O)c1ccccc1O)Nc1ncc(Cl)cc1Cl | -3 | -7 | -94 | 0 | 8 | -5 | 1 | 4.2
O=C(O)c1cc(Cl)c(Cl)cc1C(=O)Nc1cccc2cccnc12 | . | 3 | . | -2 | 10 | -4 | 3 | .
Cn1c(=O)c(C(=O)NNC(=O)c2ccccc2Br)c(O)c2ccccc21 | 3 | -1 | -6 | -1 | -1 | -3 | 1 | .
Cc1ccc(OC(C)C(=O)Nc2ccncc2)cc1C (stereo not given) | -2 | -5 | -18 | -1 | 0 | -2 | -16 | -0.1
O=C(CN1C(=O)c2ccccc2C1=O)NCc1ccncc1 | . | 0 | . | 0 | 4 | -8 | 1 | .
CCC(C)n1c(SCc2ccc([N+](=O)[O-])cc2)nc2ccsc2c1=O (stereo not given) | 2 | 4 | -7 | 1 | -25 | 0 | . | .
CCOC(=O)N1CCN(c2cc(=O)n(-c3ccc(C)cc3)c(=O)[nH]2)CC1 | 4 | -3 | -1 | 1 | -3 | -1 | 1 | 0.0
COc1ccccc1NC(=O)c1cc(S(=O)(=O)N2CCCC2)cn1C | 0 | 0 | -14 | 5 | -8 | -4 | 18 | -0.2
CCC(=O)Nc1ccc(OCC2CCCO2)cc1 (stereo not given) | -1 | 2 | -9 | -2 | 1 | 1 | 5 | .
O=C(C[C@H]1C=C[C@H](NC(=O)Nc2ccc(C(F)(F)F)cc2)[C@H](CO)O1)NCc1cccc(F)c1 | 1 | -5 | -7 | 7 | -4[16.7 µM] | -1 | -2 | 0.6
C[C@@H]1CN([C@H](C)CO)S(=O)(=O)c2ccc(-c3cccc(C#N)c3)cc2O[C@@H]1CN(C)C(=O)c1ccc(F)cc1 | -2 | 0 | -3 | 1 | 1[16.7 µM] | -2 | 3 | -0.1
COc1ccc(OC)c(-c2cc(C(=O)Nc3ccc(F)cc3F)no2)c1 | 1 | 0 | -12 | -1 | 9 | 1 | 6 | .
CCOc1ccc(N(CC(=O)NCCC2=CCCCC2)S(=O)(=O)c2ccccc2)cc1 | -2 | -2 | -2 | 13 | 1 | -1 | -28 | .
CCOc1ccc(CNC(=O)CN2C(=O)C(c3ccccc3)Oc3cccnc32)cc1 (stereo not given) | 2 | -2 | -21 | 3 | -8 | -9 | -23 | .
O=C(Cc1ccccc1[N+](=O)[O-])Nc1ccc2c(c1)OCO2 | 0 | 2 | -5 | 2 | -12 | 0 | -6 | -0.4
C[C@@H]1CCCCO[C@@H](CN(C)Cc2ccc(Cl)c(Cl)c2)[C@@H](C)CN([C@H](C)CO)C(=O)c2cc(NS(=O)(=O)c3ccccc3)ccc2O1 | -1 | 3 | -12 | 0 | -8[16.7 µM] | -5 | 12 | -0.1
CC(C)(C)n1nnnc1CN(Cc1ccco1)Cc1cc2cc3c(cc2[nH]c1=O)OCO3 | . | -2 | . | 7 | 4 | -8 | -5 | .
O=C(NC[C@@H]1[C@H](c2ccccc2)[C@H](CO)N1C(=O)Cc1cccnc1)C1CC1 | 0 | 4 | 3 | 58 | 21[16.7 µM] | 5 | -6 | -0.2

Whole records as entered above.
O=[N+]([O-])c1ccc(C[n+]2cc(-c3ccccc3)n3c2CCCCC3)cc1 is listed as ERAP1 inh: 1; PglD DTNB: .; RAD52 anneal inh: -4; Cneo AK release: .; miR122 inh: 6; RAD54 branch: .; PGC1a acetyl inh: -8; E-sel inducer: .
Cc1ccc(OC(C)C(=O)Nc2ccncc2)cc1C (stereo not given) is listed as ERAP1 inh: -2; PglD DTNB: -5; RAD52 anneal inh: -18; Cneo AK release: -1; miR122 inh: 0; RAD54 branch: -2; PGC1a acetyl inh: -16; E-sel inducer: -0.1

Two successive compounds out of the list so far, quoted:
SMILES | ERAP1 inh | PglD DTNB | RAD52 anneal inh | Cneo AK release | miR122 inh | RAD54 branch | PGC1a acetyl inh | E-sel inducer
CC(C)(C)n1nnnc1CN(Cc1ccco1)Cc1cc2cc3c(cc2[nH]c1=O)OCO3 | . | -2 | . | 7 | 4 | -8 | -5 | .
O=C(NC[C@@H]1[C@H](c2ccccc2)[C@H](CO)N1C(=O)Cc1cccnc1)C1CC1 | 0 | 4 | 3 | 58 | 21[16.7 µM] | 5 | -6 | -0.2

Further results:
SMILES | ERAP1 inh | PglD DTNB | RAD52 anneal inh | Cneo AK release | miR122 inh | RAD54 branch | PGC1a acetyl inh | E-sel inducer
CCc1nc(SCC(=O)N2CCCCC2)c2c(=O)n(C)c(=O)n(C)c2n1 | 1 | -3 | -5 | 1 | -2 | 0 | . | -0.2
O=C(N=Nc1c(O)[nH]c2ccc([N+](=O)[O-])cc12)c1ccccc1[N+](=O)[O-] | . | 0 | -26 | 3 | 2 | -7 | 9 | -0.3
CO[C@@H](CN(C)C(=O)Nc1ccc(C(F)(F)F)cc1)[C@H](C)CN(Cc1ccccc1Cl)[C@@H](C)CO | 2 | 9 | -11 | 1 | . | 1 | -3 | 0.3
CN(Cc1ccccc1)C(=O)COC(=O)c1cc([N+](=O)[O-])ccc1N1CCOCC1 | 8 | . | 0 | . | -12 | . | 9 | 2.2
COc1ccc(NC(=O)CCCOc2ccc(C(C)=O)cc2)cc1S(=O)(=O)N1CCCCC1 | -3 | 5 | -4 | 13 | 4 | -8 | -2 | -6.1
CCCCCc1ccc(-c2cn(CC3CCCCC3)nn2)cc1 | -2 | -2 | -10 | -1 | -2 | 3 | 0 | .
CC1(C)CC(NC(=O)c2ccncc2)CC(C)(C)N1O | -2 | . | -8 | . | -3 | . | -5 | .
O=C(Nc1ncccc1Cl)C1COc2ccccc2O1 (stereo not given) | . | -1 | . | -1 | -5 | -8 | -4 | .
Cc1c(OCC(=O)N[C@@H](Cc2ccccc2)C(=O)O)ccc2c3c(c(=O)oc12)CCC3 | 0 | -1 | -8 | 0 | -1 | -6 | 6 | .
C/C=C/c1cccc(-c2nc(C(=O)NCc3cccc(OC)c3)cc3c2[C@@H](CCO)N([S@](=O)C(C)(C)C)C3)c1 | 0 | -4 | -3 | -28 | . | 3 | -4 | 1.1
Cc1ccc(S(=O)(=O)N(C)C[C@H]2OCCCC[C@@H](C)Oc3ccc(NC(=O)Nc4ccccc4)cc3C(=O)N([C@@H](C)CO)C[C@H]2C)cc1 | 0 | 1 | -33 | -3 | 4[16.7 µM] | -2 | -2 | .
C[C@@H](C(=O)NC1CCCCC1)N1C(=O)N2CCc3c([nH]c4ccccc34)[C@@]2(C)C1=O | 0 | 0 | -74 | 0 | 3 | -6 | -6 | .
C/C=C/c1ccc2c(c1)O[C@H](CN(C)Cc1cccnc1)[C@@H](C)CN([C@@H](C)CO)S2(=O)=O | -1 | 3 | 10 | -7 | -4[16.7 µM] | 6 | 2 | -0.2
O=C(CCN1CCCCC1)NCC[C@H]1CC[C@H](NC(=O)C2CCCC2)[C@@H](CO)O1 | 1 | 1 | -1 | 11 | . | 4 | 3 | 0.2
Cc1n[nH]c(C)c1S(=O)(=O)N1CCCC(C(=O)N2CCc3ccccc32)C1 (stereo not given) | . | -2 | . | 1 | 4 | 4 | 5 | .
Cc1cccc(NC(=O)CSc2nnc(CNC(=O)c3ccco3)n2C)c1C | -2 | -1 | -7 | 6 | -7 | -1 | -5 | -0.1
O=c1[nH]n(-c2ccccc2)c(=O)c(Cl)c1Cl | 3 | . | -16 | . | 4 | . | -10 | .
CCN(CC)S(=O)(=O)c1ccc2[nH]c(=O)c3ccccc3c2c1 | 3 | 8 | -3 | 2 | 3 | 9 | 7 | .
C[C@@H]1CN([C@H](C)CO)C(=O)Cc2cc(NC(=O)Nc3cccc4ccccc34)ccc2O[C@H]1CN(C)C(=O)Nc1ccc2c(c1)OCO2 | -2 | 3 | 5 | -2 | -8[16.7 µM] | 8 | 6 | 0.0
Cc1cccc(CSc2nc(N)c(C#N)c(-c3cccs3)c2C#N)c1 | . | -7 | . | 0 | 14 | -1 | -2 | .
CCn1nc(C)cc1C(=O)N1CCCC(N(C)CCc2ccc(OC)c(OC)c2)C1 (stereo not given) | 0 | 0 | -10 | 2 | 0 | 4 | 12 | -0.2
O=C(NCc1ccncc1)c1cccc(NS(=O)(=O)c2ccc(F)c(F)c2)c1 | -4 | . | 3 | 0 | 0 | 6 | 12 | 0.3
C[C@H]1CN([C@@H](C)CO)S(=O)(=O)c2ccc(/C=C/c3ccccc3)cc2O[C@@H]1CN(C)C(=O)C1CC1 | -1 | 0 | 15 | -6 | 23[16.7 µM] | -3 | 0 | -0.3
CCN(CC)S(=O)(=O)c1ccc(NC(=S)NC(=O)C2CCC2)cc1 | 1 | 1 | 4 | 0 | 12 | 1 | 4 | -0.4
CCOC(=O)c1cnc(SC)nc1Oc1cccc(NS(=O)(=O)c2ccc(C)cc2)c1 | . | 0 | . | -3 | 10 | -2 | 7 | .
CO[C@H]1CN(C)C(=O)c2cc(NS(=O)(=O)c3cn(C)cn3)ccc2OC[C@H](C)NC[C@@H]1C | -2 | 4 | 0 | 2 | 0[16.7 µM] | 7 | 7 | -0.4
